Screening data (PubChem)
HCMV inh: human cytomegalovirus inhibition; HFF cells, HCMV-luciferase reporter, 72 h; active compounds read low; activity change, negative = inhibition, % at 57.5 µM; hit rate 4.5% among 410,000; AID 1259415; in the data active = activity change below about -60%; inconclusive = no clear call, values can overlap the other calls; inactive = above about -39%
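Compounds were evaluated in HFFs infected with an HCMV luciferase reporter virus (MOI 1 PFU/cell). Luciferase in lysates collected 72 h post infection served as the replication measure.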
Active calls of the source: *; ? = inconclusive; & = joins results of further samples. % is scaled to controls: 0 for no effect and ±100 for the full control effect.

canonical_smiles,HCMV inh
CC(C)(C)OC(=O)N1O[C@H]2C=C[C@@H]1C2,-2
CC(=O)NC(c1ccc(F)c(F)c1)c1nc(-c2ccc3c(c2)OCO3)cs1 (stereo not drawn),7
O=C(CCCc1ccc(N(CCCl)CCCl)cc1)NCc1ccccc1,-20
CCOC(=O)[C@]12CCC=C1N(Cc1ccco1)C(=O)[C@H](CC(=O)NCC13CC4CC(CC(C4)C1)C3)C2,14
CN(C)C(=O)c1ccc(-c2cc3c(Nc4ccc(OC(F)(F)F)cc4)nccc3n2C)cc1,-25
Cc1ccc(CSC2=NCCN2S(=O)(=O)c2ccc(C)cc2)cc1,-12
Cc1cc(S(=O)(=O)Nc2ncnc3sccc23)ccc1F,-35
COc1ccc(-c2nccc3[nH]nc(-c4ccccc4)c23)cc1,-19
CC1=C(C(=O)Nc2cc(C(=O)NCc3ccccc3)ccc2C)SCCO1,4
COc1ccc(CC(N)c2csc(NC(=O)Nc3ccccc3Oc3ccccc3)n2)cc1 (stereo not drawn),-6
Cc1cc(C)cc(C(O)c2ncc(-c3ccccc3)[nH]2)c1 (stereo not drawn),25
Cc1c(C(=O)NCc2ccc(C(C)C)cc2)sc(=O)n1Cc1ccc(S(=O)(=O)N(C)C)cc1,-68*
NC(=O)c1cccc(-c2coc3c(C(=O)NC4CCCCC4)cccc23)c1,-1
COC(=O)[C@]12CCCCC=C1N(CCC1=CCCCC1)C(=O)[C@H](CC(=O)N1CCCC1)C2,-32
CCCS(=O)(=O)NC(=O)C1(C)CCN(C(=O)c2cccc(C)c2C)C1 (stereo not drawn),8
Cc1cccnc1C(NC(=O)C1CCN(CCCOc2ccc(F)cc2)CC1)c1ccccc1 (stereo not drawn),36
Cn1ccc2c(-c3ccc(CO)cc3)cc3c(c21)C1CCC3C1 (stereo not drawn),-4
COc1ccc(CCC(=O)Nc2c(-c3ccc(N(C)C)cc3)[nH][nH]c2=O)cc1,-68*
COP(=O)(OC)SCn1c(=O)oc2cc(Cl)cnc21,16
COc1ccc(NC(=O)COC(=O)c2ccc3c(c2)OCCO3)cc1,13
COc1ccccc1-c1csc(C(NC(C)=O)c2ccc(F)c(F)c2)n1 (stereo not drawn),4
C=C(C)Cn1c2ccc(NC(=O)NCc3ccccc3)cc2c(=O)n1C,10
CCCCOC(=O)c1ccc(NC(=O)COC(=O)C2CC2C)cc1 (stereo not drawn),21
CC(C)N1CCC1(C)C(=O)Nc1ccccc1OC(F)F (stereo not drawn),-15
Cc1cc(F)ccc1-c1cc(C(=O)NCc2cccs2)[nH]n1,-9
Cc1ccc(S(=O)(=O)N(C)C[C@@H]2OCCCC[C@H](C)Oc3ccc(NC(=O)Nc4ccc(F)cc4)cc3C(=O)N([C@H](C)CO)C[C@H]2C)cc1,-19
O=C(CSc1nnc2n1CCCCC2)NCc1ccccc1,?
COc1ccccc1Cn1c(=S)[nH]c2cc(C(=O)N3CCCC(C)C3)ccc2c1=O (stereo not drawn),51
CC(C)(C)n1nnnc1C(c1ccccc1)N1CCN(c2ncccc2C(F)(F)F)CC1 (stereo not drawn),0&-21
CC(C)(C)Cc1c(C2CCCCC2)nc2ccc(Cl)cn12,-16
CC(=O)Nc1ccc(NC(=O)c2csc([C@@H]3C[C@H](O)[C@@H](CO)O3)n2)cc1,-26
CCCCNC(=O)C1c2ccccc2OCC(=O)N1CCc1c[nH]c2ccccc12 (stereo not drawn),1
COc1ccc(C(O)c2nc(-c3ccc(N(C)C)cc3)cs2)cc1 (stereo not drawn),?
C=CCN1[C@@H](C)[C@H](c2ccccc2)Oc2cccc(NCCc3ccccc3)c2S1(=O)=O,-29
COCCCNC(=O)C[C@@H]1C[C@@]2(C(=O)OC)CC(C)(C)CC=C2N(CCc2ccc(OC)c(OC)c2)C1=O,-12
Cc1ccccc1S(=O)(=O)NC(=O)C1(C)CCN1C(=O)CCc1ccccc1 (stereo not drawn),-13
Cc1cccc(S(=O)(=O)NC(=O)C2(C)CCN2C(=O)C2(c3ccc(Cl)cc3)CC2)c1 (stereo not drawn),9
OCc1cccc(-c2csc(C(O)c3ccccc3)n2)c1 (stereo not drawn),162
O=[N+]([O-])c1nccn1CC(O)CN1CC1 (stereo not drawn),-17
O=C(Nc1ccccc1)c1cc(C2CCCN(C(=O)CCc3ccccc3)C2)on1 (stereo not drawn),-18
COc1ccccc1-c1csc(C(O)c2ccc(F)cc2)n1 (stereo not drawn),6
N#CCCN(Cc1ccccc1)C(C(=O)NC1CCCCC1)C1CC1 (stereo not drawn),-6
Cc1cc(C(=O)N2CCC2(C)C(=O)NCC(C)(C)C)nn1C (stereo not drawn),-8
CCCCN(C=O)c1c(CC)nc2c(OCc3ccc(S(C)(=O)=O)cc3)cccn12,2
O=C(CSc1nc2ccccc2c(=O)n1-c1ccc(Cl)c(Cl)c1)Nc1ccc2c(c1)CCC2,-9
O=[N+]([O-])c1cnc(Sc2ccncn2)c([N+](=O)[O-])c1,-1
COCCN(CCOC)Cc1cc(=O)oc2cc(C)cc(C)c12,-16
Nc1sc(Cc2ccccc2)cc1C(=O)c1c(-c2ccccc2)[nH]c2ccccc12,-31
COc1cccc(-c2cc3c(Nc4cccnc4)nccc3n2C)c1,-10
C[C@@H]1CN([C@H](C)CO)C(=O)CCCn2nncc2CO[C@H]1CN(C)Cc1ccc(C(F)(F)F)cc1,-14
COc1ccc(C(=O)N/C(=C\c2ccc(Cl)cc2)C(=O)NCCN2CCOCC2)cc1,-1
COC(=O)[C@H]1[C@H](CO)[C@H]2Cn3c(ccc(Br)c3=O)[C@H]2N1C(C)=O,20
CC(C)(C)c1ccccc1NC(=O)Nc1nc(C(N)c2ccccc2)cs1 (stereo not drawn),-11
COc1ccccc1N1CCN(C(=O)[C@@H]2CCCN2C2=NS(=O)(=O)c3ccccc32)CC1,-28
Cc1ccc(NC(=O)c2ccco2)cc1,?
COC(=O)c1ccc2nc(-c3ccc(F)cc3)c(Cc3ccc(OC)cc3C)n2c1,-36

Continuation:
canonical_smiles,HCMV inh
c1ccc(-c2nc(NCC3CC3)nc3ccsc23)cc1,25
Cc1cccc(C)c1NC(=O)C1c2ccccc2OCC(=O)N1Cc1ccc2c(c1)OCO2 (stereo not drawn),5
COc1ccccc1NC(=O)N(C)C[C@@H]1OCc2cnnn2CCCC(=O)N([C@@H](C)CO)C[C@@H]1C,24
CC(C)C(=O)N1CCCC1(C)C(=O)Nc1ccc(-n2cccc2)cc1 (stereo not drawn),-1
O=C(COc1cccc(Br)c1)N/N=C/c1ccc2c(c1)OCCO2,-4
Cc1cc(Cl)ccc1C(O)c1ncc(-c2cccc(C(F)(F)F)c2)[nH]1 (stereo not drawn),-16
Cc1ccc2c(c1)N(Cc1ccccc1)C(=O)C(C)S2 (stereo not drawn),-22
Cc1cccc(CN2CCN(C3CN(Cc4cn(Cc5ccccc5F)nn4)S(=O)(=O)C3)CC2)c1 (stereo not drawn),-1
COc1cccc(CN2CCN3C(C(=O)Nc4ccccc4)=COC3=NC2=O)c1,-62*
Cc1nnc(Cc2ccccc2)c2n[nH]c(C)c12,-8
O=C(c1ccco1)N1CCN(C(=O)c2ccc(CS(=O)c3ccc(Br)cc3)o2)CC1 (stereo not drawn),-34
CCN(CC)C1CCN(C(=O)c2ccc(OC3CCN(C(=O)CCOC)CC3)cc2)C1 (stereo not drawn),-31
COC(=O)[C@@H]1CC(=O)N[C@@H]1c1ccc(OC(C)C)c(OC)c1,-17
O=S1(=O)CCSC[C@@H](CN2CCCC2)N1,-5
CCOc1ccc(CCN2C(=S)N([C@@H](Cc3ccc(O)cc3)CN3CCC[C@@H]3CN3C(=S)NC[C@@H]3CC(C)C)C[C@@H]2Cc2ccc(O)cc2)cc1,-63*
CC(=O)c1cccc(-c2ccnc3c2CC(C(=O)NCc2ccccc2)O3)c1 (stereo not drawn),-86*
C[C@@H]1CN([C@H](C)CO)S(=O)(=O)c2ccc(Br)cc2O[C@H]1CN(C)C(=O)Nc1ccccc1,3
CCCCCCN1C[C@@H](O)[C@H](n2cc(COC(=O)c3ccccc3)nn2)C[C@@H]1c1ccc(C)cc1,6
O=C(NCc1nnnn1-c1ccc(F)cc1)c1ccc2ccccc2c1,-5
Cc1cccc(C)c1NC(=O)C1(C)CN(S(C)(=O)=O)CC(=O)N1Cc1cccs1 (stereo not drawn),-28
C=CCNC(=S)N1Cc2ccccc2-n2nncc2C1,0
COc1cc(NC(=O)c2ccc(-c3ccc(F)c(F)c3)c3ccoc23)cc(OC)c1OC,-30
COc1cc(NC(=O)CSc2nnc3ccccn23)cc(OC)c1OC,-2
COc1ccccc1Cc1c(-c2ccc(OC)c(OC)c2)nc2ccc(C)cn12,5
COc1ccc(CC(N)c2csc(Nc3cc(NCc4ccco4)ncn3)n2)cc1 (stereo not drawn),-27
CC(=O)c1cccc(-c2cnc3c(NC=O)cc(-c4ccc(N(C)C)cc4)cn23)c1,0
Cc1ccc(F)cc1C(=O)N1CCCCC1c1cc(C(=O)NCc2ccccc2)no1 (stereo not drawn),-16
O=c1onc(-c2ccccc2)n1Cc1ccc([N+](=O)[O-])cc1,-75*
COc1ccc(CC(N)c2csc(NC(=O)Nc3ccc(F)cc3)n2)cc1 (stereo not drawn),-10
COc1ccc(S(=O)(=O)N(C)C[C@@H]2OCCCC[C@@H](C)Oc3ccc(NC(=O)NC(C)C)cc3C(=O)N([C@H](C)CO)C[C@@H]2C)cc1,21
COc1cccc(CNC(=S)Nc2ccc3c(c2)c(=O)n(C)n3Cc2csc(C)n2)c1,-2
CCn1cc(/C=C(\NC(=O)c2ccccc2)C(=O)NCCCn2ccnc2)c2ccccc21,?
COCCNC(=O)C1(C)CCN(C(=O)c2ccc3ccccc3n2)C1 (stereo not drawn),-13
CC1=C(C(=O)N2CCCCCC2)CC(CC(=O)NCc2cccs2)C(=O)N1Cc1ccccc1 (stereo not drawn),-11
CCOC(=O)N1Cc2cc3ccccc3nc2C1,-23
CCN1C(=O)CSC1=Nc1ccc(C(=O)OC)cc1,4
CNC(=O)C1Cc2c(-c3ccc(Cl)cc3)ccnc2O1 (stereo not drawn),-16
NC(Cc1ccccc1)c1csc(Nc2nccc(C(F)(F)F)n2)n1 (stereo not drawn),103
CSc1ncnc2c1ncn2CCCNC1CCN(Cc2ccccc2)CC1,-22
CN(CCO)c1cccc2c1S(=O)(=O)N[C@H](Cc1ccccc1)CO2,9
CC(C)C[C@@H](CN1CCC[C@@H]1CN1C(=O)C(=O)NC[C@@H]1Cc1ccc(O)cc1)N1C[C@H](Cc2ccc(O)cc2)N(CC2CCCCCC2)C(=O)C1=O,-6
CC(NS(=O)(=O)c1ccc(Br)cc1F)[C@H](O)c1ccccc1 (stereo partly drawn),-8
O=CNc1cc(-c2ccccc2Oc2ccccc2)cn2c(-c3ccc(F)cc3)cnc12,112
C[C@@H]1CN([C@@H](C)CO)C(=O)CCCn2nncc2CO[C@H]1CN(C)S(=O)(=O)c1cccc(F)c1,16
Cn1ccc2c(N3CCCC3)cc3c(c21)C1CCC3C1 (stereo not drawn),-27
COC(=O)[C@@]12C[C@@H](CC(=O)NCCc3ccccc3OC)C(=O)N(Cc3cccc4ccccc34)C1=CCC(C)(C)C2,-28
CCc1nc2c(OCc3ccc(C(=O)OC)cc3)cccn2c1N(C)C(=O)CC(C)C,0
COc1cccc(Cn2cnc(-c3ccccc3OC)c2-c2ccco2)c1,-1

Next section (7 carried over from the part before).
canonical_smiles,HCMV inh
CC(NS(=O)(=O)c1ccc(Br)cc1F)[C@H](O)c1ccccc1 (stereo partly drawn),-8
O=CNc1cc(-c2ccccc2Oc2ccccc2)cn2c(-c3ccc(F)cc3)cnc12,112
C[C@@H]1CN([C@@H](C)CO)C(=O)CCCn2nncc2CO[C@H]1CN(C)S(=O)(=O)c1cccc(F)c1,16
Cn1ccc2c(N3CCCC3)cc3c(c21)C1CCC3C1 (stereo not drawn),-27
COC(=O)[C@@]12C[C@@H](CC(=O)NCCc3ccccc3OC)C(=O)N(Cc3cccc4ccccc34)C1=CCC(C)(C)C2,-28
CCc1nc2c(OCc3ccc(C(=O)OC)cc3)cccn2c1N(C)C(=O)CC(C)C,0
COc1cccc(Cn2cnc(-c3ccccc3OC)c2-c2ccco2)c1,-1
C[C@H](CO)N1C[C@H](C)[C@H](CN(C)S(=O)(=O)c2ccc3c(c2)OCCCO3)OCc2cnnn2CCCC1=O,-8
CCC[C@@H](/C=C/C(=O)OCC)NC(=O)C(F)(F)F,-5
Cn1ncc2c(=S)[nH]c(=S)[nH]c21,-18
OC[C@@H]1CN(CCN2CCOCC2)C[C@H](n2cnc3c(N4CCCC4)ncnc32)O1,22
CCc1nc2c(OCCOc3ccc(F)cc3)cccn2c1N(C=O)Cc1ccc(OC)cc1,-37
CNC(=O)OCc1snc(-c2ccccc2)c1COC(=O)NC,-14
OCC[C@@H]1C[C@H](O)[C@@H](O)[C@@]2(OCCc3cc(Cl)ccc32)O1,13

Quoted at random: 4 records from the list
canonical_smiles,HCMV inh
OC[C@@H]1CN(CCN2CCOCC2)C[C@H](n2cnc3c(N4CCCC4)ncnc32)O1,22
CCC[C@@H](/C=C/C(=O)OCC)NC(=O)C(F)(F)F,-5
CCc1nc2c(OCCOc3ccc(F)cc3)cccn2c1N(C=O)Cc1ccc(OC)cc1,-37
CNC(=O)OCc1snc(-c2ccccc2)c1COC(=O)NC,-14

The list is partial, so the mix of outcomes need not match the whole.
